GLP1R inv ag: GLP-1 receptor (human) inverse agonism | Potency, µM (doses to about 38.3 µM), without a hit: top-dose activity change, negative = inhibition, hits mostly inhibitors | 410,000 compounds, 1.6% hits | HEK293 GLP-1R CRE-luciferase, luminescence, 24 h; GLP-1R form is constitutively active; also: % is scaled to controls: 0 for no effect and ±100 for the full control effect; nearly all actives have a fitted effect of over 55% in size
Target sequence (P43220 whole entry, looked up): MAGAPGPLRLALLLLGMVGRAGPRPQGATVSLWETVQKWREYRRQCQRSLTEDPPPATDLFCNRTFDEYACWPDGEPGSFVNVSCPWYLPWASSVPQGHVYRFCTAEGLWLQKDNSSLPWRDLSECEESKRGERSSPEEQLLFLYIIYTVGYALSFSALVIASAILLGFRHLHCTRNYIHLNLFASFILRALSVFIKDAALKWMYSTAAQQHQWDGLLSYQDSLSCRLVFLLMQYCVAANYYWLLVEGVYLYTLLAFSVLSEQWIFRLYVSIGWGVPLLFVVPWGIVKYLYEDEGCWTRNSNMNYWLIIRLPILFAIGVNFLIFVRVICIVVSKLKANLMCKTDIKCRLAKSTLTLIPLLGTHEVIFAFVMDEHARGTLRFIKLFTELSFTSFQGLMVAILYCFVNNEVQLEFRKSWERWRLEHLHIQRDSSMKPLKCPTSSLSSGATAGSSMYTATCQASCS
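Cells are plated, allowed 12 hours at 37 deg C, then treated with compounds for 24 hr before luciferase detection reagent is added and luminescence is read after 12 min at room temperature. The HEK293 line carries constitutively active GLP-1R with a cAMP-responsive reporter.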
HT1080 IDH1KD tx: kills HT-1080 cells with IDH1 knockdown; HT-1080 IDH1 knockdown viability, ATP luminescence, 48 h; Potency, µM (highest dose often 46.1 µM), inactives show at the highest dose activity, negative = toxicity, hits mostly cytotoxic; 360,000 compounds, 2% hits; AID 686971;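 also: 0% = DMSO wells and -100% = cell-free medium wells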
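Knockdown cells (IDH1KD HT-1080) received compounds 2 h after plating at 750 cells/well and were kept 48 h at 37 °C in 5% FBS RPMI. A CellTiter-Glo luminescence read gave % activity for curve fitting.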
GLP-1R agonist: activates the human GLP-1 receptor | P43220 | HEK293 GLP-1R CRE-luciferase, luminescence, 4-6 h; cells express a hypersensitive GLP-1R form | Potency, µM (top dose mostly 45.6 µM), inactives show at the highest dose activation, most hits filed as activators | 380,000 compounds, 0.007% hits | AID 624172; also: % of control where 0% means no effect
KB-V1 MDR tox: KB-V1 MDR subline cytotoxicity. KB-V1 MDR cells viability, CellTiter-Glo, 72 h. Potency, µM (series often up to 46.1 µM), without a hit: at the highest dose activity change, negative = cytotoxicity, actives largely listed as cytotoxic. 400,000 compounds, 3.4% hits. AID 1347076; also: % is scaled to controls: 0 for no effect and ±100 for the full control effect; nearly all actives have a fitted effect of over 60% in size
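Readout: CellTiter-Glo luminescence, 10 min after addition. Cells: KB-V1 MDR subline, 72 h at 37 degrees C with compound. Analysis: corrected, normalized data fitted to concentration-effect curves.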
KB-3-1 tox: KB-3-1 parental cell cytotoxicity. KB-3-1 viability, CellTiter-Glo ATP luminescence, 72 h. Potency, µM (highest dose often 46.1 µM), for the others: at the highest dose activity change, negative = cytotoxic, usual class: cytotoxic. 400,000 compounds, 1.4% hits; also: % is scaled to controls: 0 for no effect and ±100 for the full control effect; nearly all actives have a fitted effect of over 60% in size
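Here the drug-naive KB-3-1 line serves as comparator for MDR sub-line selectivity; cells received compound titrations, 72 h at 37 °C, then CellTiter-Glo readout.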
HT1080-NT tox: kills 2HG-producing HT-1080-NT fibrosarcoma cells; Potency, µM (top dose mostly 46.1 µM), for inactives: at the highest dose activity, negative = less viability, most hits filed as cytotoxic; 360,000 compounds, 1.6% hits; AID 686970; HT-1080-NT fibrosarcoma viability, CellTiter-Glo ATP luminescence, 48 h;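 also: NT is the 2HG producing partner of a matched IDH1 knockdown line; 0% = DMSO-treated cells and -100% = media-only wells without cells; nearly all actives have a fitted effect of over 55% in size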
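Viability by CellTiter-Glo luminescence after 48 h compound exposure at 37C of HT-1080-NT cells (750/well, RPMI, 5% FBS). % activity scaled between DMSO wells and medium-only wells, then curve-fitted and categorized by curve class.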
TDP43 rescue: TDP-43 toxicity inhibition in yeast | TDP-43 expressing yeast growth rescue, BacTiter-Glo, 24 h | Potency, µM (series often up to 46.1 µM), for inactives: top-dose growth rescue (activation), usual class: activators | 410,000 compounds, 1.8% hits | AID 652104; also: % of control where 0% means no effect; nearly all actives have a fitted effect of over 50% in size
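Luminescence from BacTiter-Glo reports growth of TDP-43-expressing yeast after 24 hr at 30 deg C with compound. Cells were raffinose-pregrown to mid-log, then seeded in galactose medium at OD600=0.02.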
GLP1R cytotox: cytotoxicity counter-screen for GLP-1 receptor inverse agonists; HEK293 cAMP-luciferase reporter cells, luminescence, 24 h; Potency, µM (titrated, usually from 38.3 µM), for the others: top-dose activity change, negative = inhibition, hits mostly inhibitors; 410,000 compounds, 0.13% hits; AID 624418;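 also: loss of luciferase light is scored as toxicity; % is scaled to controls: 0 for no effect and ±100 for the full control effect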
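A 23 nL compound transfer followed 12 hours of cell culture at 37 deg C; exposure then lasted 24 hr. Luciferase assay detection reagent was dispensed and plates read for luminescence after a 12 min room-temperature wait.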
SW480 rerep: DNA re-replication induction in SW480 cells | AID 624297 | Potency, µM (series often up to 46.1 µM), for the others: top-dose re-replication activation, actives largely listed as activators | 340,000 compounds, 1.8% hits | SW480 DNA re-replication, Hoechst DNA content imaging, 48 h; also: % of control where 0% means no effect; nearly all actives have a fitted effect of over 55% in size
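First, 250 cells per well were seeded. Next, compound or vehicle (23 nL) was pinned in, plates sat 48 hr at 37 C. Finally Hoechst was added for 40 min before fluorescence scanning.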
* = called active by the depositor; ? = inconclusive; nt = no result given; & = joins results of further samples; [ ] = another dose, or the depositor's remark. Calls follow the shape of the dose curve; as a rule, active = well fitted curve in the direction sought with a large enough effect; inconclusive = small, poorly fitted or top-dose-only effect, or another doubt; inactive = no such curve, though single readings can be large; an effect the other way counts as inactive or inconclusive. Potency is read from the fitted curve at half-maximal effect.

SMILES	GLP1R inv ag	HT1080 IDH1KD tx	GLP-1R agonist	KB-V1 MDR tox	KB-3-1 tox	HT1080-NT tox	TDP43 rescue	GLP1R cytotox	SW480 rerep
O=C(c1ccc2c(=O)n(CCc3ccccc3)c(=O)[nH]c2c1)N1CCN(c2ccccc2)CC1	?	1%	0%	-25%	?	3%	9%	-22%	-13%
COc1cccc(CN(C)C(=O)[C@@H](NC(=O)c2ccc(C)cc2)C(C)C)c1	?	-10%	11%	0%	2%	1%	-14%	0%	3%
O=C(NC1CCS(=O)(=O)C1)/C(=C/c1ccco1)NC(=O)c1ccccc1 (centres undefined)	5%	6%	7%	?	0%	20%	-21%	-17%	-9%
CSC1=NC2(C[C@H]2c2ccccc2)C(=O)N1C (some centres undefined)	9%	13%	-10%	0%	3%	14%	1%	-3%	-6%[9.22 µM]
CCN(CCO)c1ncnc2c1sc1nc(C(C)C)c3c(c12)CC(C)(C)OC3	0%	-22%	?	0%	2%	-15%	3%	12%	6%
O=C(NN=Cc1ccc(F)c(F)c1)c1ccc(NS(=O)(=O)c2cccs2)cc1	-4%	?	-2%	?	8%	3%	18%	-17%	-3%
OCC1CCCCN1CCNCc1cn[nH]c1-c1cccc2ccccc12 (centres undefined)	-5%	7%	4%	1%	13%	-2%	7%	1%	1%
COCCN(C(=O)CSc1ncccn1)c1c(N)n(Cc2ccccc2)c(=O)[nH]c1=O	10%	0%	-3%	10%	0%	2%	12%	-4%	1%
O=C(CSc1n[nH]c(-c2ccccc2F)n1)Nc1cc(F)ccc1F	-22%	6%	3%	-23%	11%	-5%[9.24 µM]	?	3%	-27%
COc1ccc(C(=O)C2CCCN(C(=O)c3ccc4nccnc4c3)C2)c(C)c1 (centres undefined)	1%	12%	10%	-3%	-11%	8%	13%	-7%	-9%
O=C(NCC1CCCO1)c1cccc(Oc2c(Cl)cccc2[N+](=O)[O-])c1 (centres undefined)	-22%	-1%	3%	?	5%	-10%	?	15%	-2%
Cc1nn2c(-c3ccco3)ccnc2c1-c1ccc(Cl)cc1	11%	nt	3%	?	4%	nt	18%	3%	nt
CN(C)C(CNC(=O)c1ccc(NC(=O)CC#N)cc1)c1ccccc1 (centres undefined)	11%	-7%	-1%	?	-3%	-5%	nt	0%	-22%[1.84 µM]
CCOc1ccccc1N1CCN(S(=O)(=O)c2cccc3nsnc23)CC1	0%	2%[9.24 µM]	-1%	-10%	-1%	-3%	?	1%	2%
Cc1c(C(=O)Nc2ccc3nc(N4CCOCC4)sc3c2)oc2ccccc12	?	-11%	-5%	?	?	-10%	?	1%	?
COc1ccccc1N(CC(=O)NCC1CCCO1)C(=O)CNS(=O)(=O)c1ccccc1 (centres undefined)	15%	16%	0%	12%	-2%	1%	-20%	1%	2%
CCn1ccnc1CN(C)Cc1cn(-c2cccc(C)c2)nc1-c1cccc(F)c1	13µM*	-29%	-3%	?	?	-16%	11%	?	?
COC(=O)c1sccc1NC(=O)/C=C\c1ccc(Cl)cc1Cl	22%	18%	2%	-14%	-28%	26%	-13%	-15%	-4%
CCOc1ccc(NC(=S)N2CCC(N(C)CCN3CCOCC3)CC2)cc1	7%	15%	-17%	-8%	27%	15%	10%	-2%	nt
COc1ccc(N2CCN(CC(=O)Nc3nc(C)cs3)CC2)cc1	-12%	15%	11%	-1%	-3%	20%	-24%	11%	-8%[9.22 µM]

Two consecutive records already listed, quoted:
SMILES	GLP1R inv ag	HT1080 IDH1KD tx	GLP-1R agonist	KB-V1 MDR tox	KB-3-1 tox	HT1080-NT tox	TDP43 rescue	GLP1R cytotox	SW480 rerep
CCOc1ccc(NC(=S)N2CCC(N(C)CCN3CCOCC3)CC2)cc1	7%	15%	-17%	-8%	27%	15%	10%	-2%	nt
COc1ccc(N2CCN(CC(=O)Nc3nc(C)cs3)CC2)cc1	-12%	15%	11%	-1%	-3%	20%	-24%	11%	-8%[9.22 µM]

(next part)
SMILES	GLP1R inv ag	HT1080 IDH1KD tx	GLP-1R agonist	KB-V1 MDR tox	KB-3-1 tox	HT1080-NT tox	TDP43 rescue	GLP1R cytotox	SW480 rerep
O=C(CSc1nnc(-c2ccc(OC(F)F)cc2)o1)NC(=O)NCc1ccco1	-8%	0%	-1%	?	4%	-1%	3%	-17%	-5%
COc1ccc(C)cc1-n1nnnc1SCC(=O)NC1CC1	15%	-5%	1%	?	0%	-3%	6%	11%	-2%
COc1ccccc1-c1nc(S(=O)(=O)c2ccccc2)c(N2CCOCC2)o1	7%	4%	2%	nt	nt	7%	?	-22%	-1%
C=C(C)C1CC=C(C)C(=NNC(=O)c2ccncc2)C1 (centres undefined)	-15%	-3%	6%	3%	17%	1%	-1%	-26%	-4%
O=C(Nc1cccc2c1CCCC2)c1cc(C2CCCCN2C(=O)OCCF)on1 (centres undefined)	?	-22%	-3%	0%	0%	-26%	?	1%	nt
Cc1ccc2c(c1)c1c(c(=O)n(-c3ccccc3)c(=O)n1Cc1ccccc1C)n2C	3%	nt	0%	44%	-1%	nt	20%	-5%	nt
CC(C)CCn1cnc2c(NCc3ccccc3)ncnc21	-3%	1%	1%	16µM*	-30%	-1%	6%	0%	-3%
Clc1ccc(-n2nnc(-c3cccnc3)n2)cc1Cl	14%	9%	2%	-25%	-5%	7%	?	14%	-3%
Cc1ccc(S(=O)(=O)N2CC3C(=O)CC(c4ccccc4)N(S(=O)(=O)c4ccc(C)cc4)C3CC2c2cccc(Cl)c2)cc1 (centres undefined)	-6%	23%	nt	?	?	?	26%	6%	nt
COc1cc(NS(=O)(=O)c2ccc(NC(=O)COc3ccccc3Cl)cc2)nc(OC)n1	?	3%	15%	0%	0%	7%	15%	1%	?
CN(CC(=O)Nn1cnnc1)S(=O)(=O)c1cc(Cl)ccc1Cl	2%	-27%	-8%	28%	12%	13%[9.24 µM]	-12%	-7%	-7%
CC1CCN(S(=O)(=O)c2cccc(C(=O)Nc3nncs3)c2)CC1	11%	-6%	-7%	?	4%	0%	18%	0%	-3%
COc1cc(CC(NC(C)=O)C(=O)NC2CCN(S(=O)(=O)c3ccc(NC(C)=O)cc3)CC2)cc(OC)c1 (centres undefined)	5%	6%	2%	-8%	3%	10%	-12%	-10%	-9%
Cc1ccc(NC(=O)COC(=O)CN2CCCCCC2=O)cc1C	-19%	-9%	-8%	-17%	3%	6%	9%	-3%	-4%
CN(CCC#N)CC(=O)Nc1ccc(NC(=O)CN(C)CCC#N)cc1	5%	-4%	-3%	9%	3%	-3%	-7%	5%	2%
CSc1ncc(C(=O)Nc2ccccc2C(=O)c2ccccc2)c(C)n1	12%	nt	nt	-8%	0%	nt	22%	31%[activator]	nt
O=C(CSc1nc2ccccc2c(=O)n1Cc1ccco1)NCCN1C(=O)CSC1=O	48%[activator]	11%	9%	7%	10%	-17%	6%	3%	?
CCCCn1c(N)c(N(CC(C)C)C(=O)CCNC(=O)c2ccccc2Cl)c(=O)[nH]c1=O	22%	8%	1%	17%	11%	7%	0%	-1%	-44%[inhibitor]
Cc1c(NC(=O)/C(C#N)=C/c2c(N3CCCCC3)nc3ccccn3c2=O)c(=O)n(-c2ccccc2)n1C	13%	23%	5%	8%	2%	3%	11%	-4%	8%
COc1ccccc1C(=O)NC(=O)CSc1nnc2ccccn12	-10%	7%	-13%	nt	nt	2%	3%	0%	1%
COC(=O)CCNC(=O)c1ccc2nc(Cc3ccc(OC)c(OC)c3)oc2c1	34%[activator]	-2%	18%	0%	15%	1%	9%	7%	-13%
COc1ccc(NC(=O)CSc2nnc(C(C)C)n2N)cc1	2%	20%	-13%	-8%	15%	?	12%	2%	-1%
COc1ccc(CCn2c(=O)[nH]c3cc(C(=O)N4CCN(c5ccccc5)CC4)ccc3c2=O)cc1OC	-11%&6%	0%	-2%	-19%&-17%	?	3%	10%&20%[9.22 µM]	4%&10%	-14%
O=c1c2c(ncn1CCO)nc1n2CCC1	7%	12%	0%	8%	3%	19%	-9%	-3%	-3%
COc1ccc(CCNC(=O)CCN2C(=O)[C@@H]3Cc4ccccc4CN3C2=O)cc1	-16%	-15%	-1%	-4%	1%	5%	0%	2%	-12%
Cc1cccc(S(=O)(=O)c2c(N)n(/N=C/c3cccnc3)c3nc4ccccc4nc23)c1	2%	17%	0%	5%	13%	6%	8%	-17%	?
CC1(C)CC(Cc2ccc(Cl)nc2)N(C(=O)OC(C)(C)C)C1 (centres undefined)	-20%	11%	2%	6%	6%	10%	19%	2%	nt
COc1ccc(CNC(=O)C/C(C)=N/NC(=O)Cc2ccc(OC)c(OC)c2)cc1	-12%	17%	-3%	4%	6%	25%	3%	-17%	-31%[inhibitor]
COc1cc(CNc2ccc(O)cc2)cc(Br)c1OCc1ccccc1	28%	-21%	21%	16%	-7%	?	?	-12%	?
Cc1cc(C)cc(NC(=O)c2cc(S(=O)(=O)N3CCCCCC3)cn2C)c1	-7%	nt	-1%	19%	8%	nt	24%	0%	nt
Cc1cccc(N2CCN(C(=O)c3cc4cc(F)ccc4[nH]3)CC2)c1C	-3%	-2%	1%	4%	8%	-11%	5%	1%	-6%
CC(C)NC(=O)COC(=O)c1ccccc1C(=O)c1ccccc1	17%	-1%	-3%	-28%	-18%	-6%	13%	-19%	?
O=C(Nc1ccccc1C(=O)Nc1ccc2c(c1)OCO2)c1ccco1	-29%	-12%	5%	-4%	-4%	-9%	-5%	4%	19%
O=C(COc1ccccc1[N+](=O)[O-])N/N=C/c1ccc[nH]1	-3%	21%	-1%	3%	-1%	28%	4%	15%	-9%

GLP1R inv ag, entries above that show a hit.
canonical_smiles,GLP1R inv ag,GLP-1R agonist
CCn1ccnc1CN(C)Cc1cn(-c2cccc(C)c2)nc1-c1cccc(F)c1,13µM*,-3%
